FXIa inh – inhibitors of human coagulation factor XIa | 33,000 tested, 0.3% active | purified human FXIa, fluorogenic AMC substrate cleavage | inhibition, % at 10 µM;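 active means inhibition above 40% in the primary screen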;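 further: 0% = enzyme without compound and 100% = blank wells lacking enzyme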
FXIIa single – inhibitors of human coagulation factor XIIa; P00748; purified human FXIIa, AMC substrate fluorescence, 2 h; inhibition, % at 10 µM; 33,000 tested, 0.2% active; in the data active means inhibition above about 30%;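 further: 0% = enzyme with vehicle only and 100% = no enzyme blank; many of its hits are not listed in these tables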
Target sequence (P00748 20-372 limits assumed): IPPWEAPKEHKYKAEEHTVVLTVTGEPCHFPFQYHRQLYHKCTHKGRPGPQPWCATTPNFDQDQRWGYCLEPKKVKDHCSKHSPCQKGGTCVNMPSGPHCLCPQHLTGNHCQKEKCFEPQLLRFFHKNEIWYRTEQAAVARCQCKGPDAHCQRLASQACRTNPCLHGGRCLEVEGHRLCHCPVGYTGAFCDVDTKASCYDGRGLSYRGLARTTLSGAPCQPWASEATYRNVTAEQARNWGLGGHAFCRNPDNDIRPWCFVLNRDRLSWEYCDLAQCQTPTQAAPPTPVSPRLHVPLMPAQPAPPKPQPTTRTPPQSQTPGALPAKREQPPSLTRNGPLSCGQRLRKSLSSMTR
Target sequence (P00748 373-615 limits assumed): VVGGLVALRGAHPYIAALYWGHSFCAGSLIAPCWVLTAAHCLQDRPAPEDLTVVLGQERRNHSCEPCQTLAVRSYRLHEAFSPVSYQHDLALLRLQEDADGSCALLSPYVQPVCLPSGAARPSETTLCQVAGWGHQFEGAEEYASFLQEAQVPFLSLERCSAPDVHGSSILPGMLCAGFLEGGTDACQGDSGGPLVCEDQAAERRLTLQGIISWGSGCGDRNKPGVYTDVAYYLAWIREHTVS
Starred values were filed as active, the others as inactive. Not all compounds are listed; count on the stated rates, not on these rows.

| FXIa inh | FXIIa single | SMILES |
| --- | --- | --- |
| 0 | 6 | CCOC(=O)C1CCN(c2nc3ccccc3nc2C(C#N)C(=O)NCCc2ccccc2)CC1 (stereo unspecified) |
| 3 | 6 | Cc1c(NC(=O)c2cc(CC(C)C)on2)c(=O)n(-c2ccccc2)n1C |
| 4 | 4 | CC(C)C(NC(=O)OCc1ccccc1)C(=O)O (stereo unspecified) |
| -11 | 7 | O=C(c1cccs1)n1nc(-c2ccc(Cl)cc2)nc1NCc1ccco1 |
| -12 | 7 | Cc1nn(CC(=O)NCc2cccc3ccccc23)c(=O)c2ccccc12 |
| -3 | 4 | CCc1cccc(OCCCN2C(=O)NC(C)(C)C2=O)c1 |
| -7 | 1 | Cc1c(-c2ccc(F)cc2)[n+](=O)c(-c2ccc(F)cc2)c(C)n1[O-] |
| 18 | -18 | Cc1ccc(-c2csc3ncnc(NCCN4CCOCC4)c23)cc1 |
| 33 | -11 | O=C1OCCC1Sc1nnc(-c2ccc(O)cc2)o1 (stereo unspecified) |
| -4 | 4 | CC(C)CCNC(=O)c1cccc(Cl)c1 |
| 36 | -12 | Cc1ccc(CNC(=O)C(=O)NCCCn2ccnc2)cc1 |
| -2 | 5 | CC1(C)c2ccccc2N2CCC(=O)NC21/C=C/c1ccco1 (stereo unspecified) |
| 1 | 13 | COc1ccc(OC)c(N(CC(=O)NCc2ccncc2)S(C)(=O)=O)c1 |
| 2 | 4 | CC(Sc1nnc(-c2ccc(Cl)cc2Cl)n1Cc1ccccc1)C(=O)Nc1nccs1 (stereo unspecified) |
| 5 | 8 | CCOC(=O)Cn1nnnc1CN(Cc1cccs1)Cc1cc2cc(C)ccc2[nH]c1=O |
| -4 | 2 | Cn1ccnc1SCC(=O)Nc1cccc(O)c1 |
| -3 | 5 | Cc1ccc(-c2nc3ncccc3o2)cc1NC(=O)COc1ccccc1 |
| 5 | 4 | O=C(CSc1nnc(-c2ccccc2O)o1)Oc1ccc(OCc2ccccc2)cc1 |
| 1 | 5 | Cc1cc(N2CCOCC2)nc(SCC(=O)c2ccccc2)n1 |
| 3 | -6 | CC1(C)Cc2c(cnn2-c2ccccc2)C(=O)/C1=N\NC(=O)c1ccncc1 |

(further entries)
| FXIa inh | FXIIa single | SMILES |
| --- | --- | --- |
| 3 | -10 | CCCN1C(=O)/C(=C2\SC(N3CCCCC3)=NC2=O)c2ccccc21 |
| 7 | 8 | CCn1c(SCC(=O)Nc2ccc(S(=O)(=O)Nc3onc(C)c3C)cc2)nnc1-c1ccccc1 |
| 12 | 4 | Cn1c(SCc2ccccc2)nnc1-c1ccc2c(c1)OCO2 |
| -2 | 2 | O=C(CSc1nnc(-c2ccccc2)n1Cc1ccco1)Nc1ccc(S(=O)(=O)N2CCCC2)cc1 |
| 6 | 9 | CCc1cc2c(NCCC(=O)O)ncnc2s1 |
| 2 | 6 | NC(=O)CN1CCOCCOCCN(CC(N)=O)CCOCCOCC1 |
| 16 | -8 | O=C(OCc1ccc2c(c1)OCO2)c1cccc(S(=O)(=O)N2CCCCC2)c1 |
| 22 | -13 | O=C(NC1CC2CCCC(C1)N2S(=O)(=O)c1ccccc1)c1ccco1 (stereo unspecified) |
| -9 | 11 | Cc1[nH]n(-c2ccccc2)c(=O)c1-c1cccc(Cl)c1 |
| -8 | 5 | Cc1ccc(NC(=O)Nc2ccc(C(=O)N3CCOCC3)cc2)cc1 |
| -1 | -5 | O=C(c1cccs1)N1CCN(c2ncccn2)CC1 |
| -1 | -1 | CCCn1c(SCC(=O)c2cc(C)c(C)cc2C)n[nH]c1=O |
| 2 | 10 | COCC(O)CSc1c([N+](=O)[O-])nc(C)n1Cc1ccc(OC)c([N+](=O)[O-])c1 (stereo unspecified) |
| -11 | 11 | CCOC(=O)c1sc2nc[nH]c(=O)c2c1C |
| 6 | 5 | CC(C)(C)C(=O)c1cn(CC(=O)NCc2ccc3c(c2)OCO3)c2ccccc12 |
| -12 | 5 | CCN(c1ccccc1)S(=O)(=O)c1ccc(NC(=O)C(C)(C)C)cc1 |
| 6 | 7 | Cc1ccccc1NC(=O)COc1nsnc1N1CCOCC1 |
| 3 | 7 | CCOC(=O)c1ccc(CNS(=O)(=O)c2c(C)ccc3nsnc23)o1 |
| -9 | 5 | CN(N)C(=S)NCc1ccccc1 |
| -3 | 2 | Cc1ccc(C(=O)CCNc2cccc(Br)c2)o1 |

Other results follow:
| FXIa inh | FXIIa single | SMILES |
| --- | --- | --- |
| -3 | 5 | O=C(c1ccccc1)N1CCCCC(S(=O)(=O)c2ccc3ccccc3c2)C1=O (stereo unspecified) |
| -1 | 6 | O=C(Nc1nc(-c2ccccc2)cs1)C1CCCO1 (stereo unspecified) |
| 5 | 8 | Cc1ccc(NC2=C/C(=N\S(=O)(=O)c3cccs3)c3ccccc3C2=O)c(C)c1 |
| 6 | 3 | O=C(O)C1C2C=CC(C3CC23)C1C(=O)N1CCc2ccccc21 (stereo unspecified) |
| 0 | 16 | O=C(CN1CCN(c2ccc(F)cc2)CC1)Nc1cc(C(F)(F)F)ccc1Cl |
| 2 | 1 | CC1=CC(C)=Nc2ccccc2N1 |
| 12 | 6 | OCCSc1nc2ccccc2n1CCOc1ccccc1 |
| 3 | -2 | O=C(c1ccc(F)cc1F)N1CCN(c2ncccn2)CC1 |
| -6 | 4 | COc1cc(C2NC(=O)NC(c3ccccc3)=C2C(C)=O)ccc1OCC(=O)O (stereo unspecified) |
| -2 | 3 | CCn1c(Cc2ccccc2)nnc1SCC(=O)Nc1nnc(-c2ccccc2)s1 |
| -3 | -3 | O=c1[nH]c2cc3c(cc2cc1CN(Cc1nnnn1CC1CCCO1)C1CCCC1)OCO3 (stereo unspecified) |
| 9 | 4 | Cc1ccc(C)c(N2CCN(C(=O)c3ccc4nc(-c5ccco5)c(-c5ccco5)nc4c3)CC2)c1 |
| -5 | 7 | O=C(NC1CCCCC1)NC1(C(=O)NCCCN2CCOCC2)CCCCC1 |
| 3 | 6 | COc1ccccc1N1CC(O)=C(c2nc3ccccc3s2)C1=N |
| -8 | 7 | Cc1ccc(C2C(C#N)C(C#N)N3CCCN23)cc1 (stereo unspecified) |
| -12 | 1 | COc1ccc(C)cc1NC(=O)Nc1ccc(Br)cn1 |
| -3 | 1 | OCCNc1nc(NCCC2=CCCCC2)nc(N2CCOCC2)n1 |
| 1 | 7 | Cn1c(=O)n(CCOc2ccc(Cl)cc2Cl)c2ccccc21 |
| 4 | 2 | COc1cccc2cc(C(=O)N3CCN(c4ccccc4F)CC3)c(=O)oc12 |
| 4 | 2 | Cn1c(Cc2cccs2)nnc1SCC(=O)N1CCc2ccccc21 |

Later entries:
| FXIa inh | FXIIa single | SMILES |
| --- | --- | --- |
| 27 | -13 | O=[N+]([O-])c1ccc(Cl)c(/C=N/N2CCN(Cc3ccc(Cl)cc3)CC2)c1 |
| 2 | 6 | Cc1cc(NS(=O)(=O)c2ccc(C3CCCCC3)cc2)no1 |
| -2 | 2 | CC(C)Cn1cnc2c1c(=O)n(CC(O)c1ccccc1)c(=O)n2CC(C)C (stereo unspecified) |
| -3 | 7 | CSC1=C(C#N)C(c2ccc3c(c2)OCO3)C2=C(CCCC2=O)N1 (stereo unspecified) |
| 10 | 6 | CCN(CC)C(=O)c1ccc(C(=O)c2ccccc2)cc1 |
| -6 | -5 | Cc1ccc(C(=O)O/N=C(\N)c2ccc(Br)cc2)cc1C |
| -6 | 7 | COc1ccc(Oc2nnc(C)c3ccccc23)cc1 |
| -6 | 6 | CCCCN1C(=O)CC(Sc2ccccc2C(=O)O)C1=O (stereo unspecified) |
| 5 | 5 | CC(=O)Nc1cccc(NC(=O)CCc2ccccc2)c1 |
| -1 | 6 | CCOC(=O)C1CCN(Cc2c(O)ccc3ccccc23)CC1 |
| 1 | 8 | O=C(c1cc2cc(Br)cc(Br)c2oc1=O)N1CCCC1 |
| 5 | 9 | Cc1nc(N)sc1C(=O)Nc1ccccc1 |
| 1 | 6 | CC(C)CC(C(=O)Nc1oc(-c2ccco2)c(-c2ccco2)c1C#N)N1C(=O)c2ccccc2C1=O (stereo unspecified) |
| 1 | 7 | Cc1ccc(-n2c(C)cc(C)c(C#N)c2=O)cc1 |
| -1 | -1 | Cc1ccc2nsnc2c1S(=O)(=O)N1CCOCC1 |
| 7 | 4 | CCCOc1ccc(/C(O)=C2/C(=O)C(=O)N(CCN(C)C)C2c2ccco2)cc1 (stereo unspecified) |
| 1 | -9 | COc1ccc(-c2ccc(Nc3ccc(C(=O)N4CCOCC4)cc3)nn2)cc1OC |
| 0 | -13 | CC(=O)N(Cc1c(C#N)c2ccccc2n1C)c1ccccc1 |
| 10 | 3 | CC1=CC(C)(C)N(C(=O)CSc2ncn[nH]2)c2ccccc21 |
| -2 | -13 | Cc1cccc(-c2nnc(SCC(=O)Nc3nc4c(s3)CCCC4)n2C)c1 |

(cont.)
| FXIa inh | FXIIa single | SMILES |
| --- | --- | --- |
| 6 | 5 | CC(C)CCN1C(=O)c2ccccc2C1C(=O)NCc1cccnc1 (stereo unspecified) |
| 23 | -23 | Cc1ccn(C(=O)c2cc3c(C)nn(-c4ccccc4)c3s2)n1 |
| 27 | -13 | O=[N+]([O-])c1cc(Cl)cc(C2=NCCN2)c1 |
| 4 | 4 | O=C1Nc2ccccc2N=C(c2ccccc2)C1N1CCOCC1 (stereo unspecified) |
| 6 | 5 | CC(=O)N1CCc2cc(S(=O)(=O)NCCC(=O)N3CCc4ccccc4C3)ccc21 |
| 24 | 5 | CCOc1cccc(C(=O)Nc2nccs2)c1 |
| -3 | 2 | COc1ccccc1OCc1ccc(C(=O)n2nc(C)c(Cl)c2C)o1 |
| -5 | 5 | CCc1nc2oc3cc(OC)ccc3c(=O)c2c(=O)n1Cc1ccco1 |
| 2 | 2 | COC(=O)c1ccc(NC(=O)CSc2nnc(COc3ccccc3)n2C)cc1 |
| -8 | 12 | Cc1ccccc1C(=O)N/N=C/c1ccc([N+](=O)[O-])s1 |
| 3 | 13 | O=c1cc(CO)oc(C(Nc2ccccn2)c2cccc(F)c2)c1O (stereo unspecified) |
| 4 | -2 | COC(=O)c1cn(-c2ccccc2)nc1-c1ccccc1 |
| -5 | 4 | CC1(C)CC(NC(=O)c2ccc3c(c2)OCO3)CC(C)(C)N1 |
| -3 | 13 | COc1ccc(C/C(N)=N/n2cnnc2)cc1 |
| -5 | 3 | CN(CC(=O)Nc1ccncc1)S(=O)(=O)c1ccccc1 |
| -3 | 1 | CCn1c(COc2cccc3ccccc23)nnc1SCC(=O)OC1CCCCC1 |
| 4 | 3 | Clc1ccc(Sc2ccc(/C=N/n3cnnc3)o2)cc1 |
| 4 | 3 | CC1(c2ccccc2)CC(C)(C)N2C(=O)C3(C(C#N)=C(N)Oc4cc(O)ccc43)c3cccc1c32 (stereo unspecified) |
| 0 | -3 | Cc1cc(C)nc(N2C(=O)CC(C(C)c3ccccc3)C2=O)n1 (stereo unspecified) |
| 1 | 1 | COc1cc(SC)ccc1C(=O)NCC1CCCO1 (stereo unspecified) |

Next section:
| FXIa inh | FXIIa single | SMILES |
| --- | --- | --- |
| -7 | 3 | O=C(CCN1CCN(c2ccccc2)CC1)Nc1ccc(OCc2ccccc2)cc1 |
| 21 | -8 | O=C1OCC/C1=C\c1ccccc1O |
| 8 | 8 | CC1CCCC(N2CCN(C(=O)c3cccc(F)c3)CC2)C1 (stereo unspecified) |
| 3 | 6 | CCOC(=O)C(C)On1c(-c2cccc(Cl)c2)nc2ccc([N+](=O)[O-])cc21 (stereo unspecified) |
| 2 | 6 | COC(=O)c1ccccc1CON1C(=O)C(C)(C)N(OCc2ccccc2C(=O)OC)C(=O)C1(C)C |
| 6 | 11 | CCN(CC)S(=O)(=O)c1ccc(N=Nc2c(C)[nH]n(C(N)=S)c2=O)cc1 |
| -3 | 2 | CS(=O)(=O)N(CC(=O)N1CCN(c2ccccc2)CC1)c1ccccc1Cl |
| -4 | 1 | Cn1c(NCc2c(O)ccc3ccccc23)nc2ccccc21 |
